# GLP1R cytotox = qHTS of GLP-1 Receptor Inverse Agonists: Cytotox Screen; HEK293 cAMP-luciferase reporter cells, luminescence, 24 h; Potency, µM (titrated, usually from 38.3 µM), without a hit: at the top dose activity change, negative = inhibition, hits mostly inhibitors; 0.13% of 410,000 active;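 also: loss of luciferase light is scored as toxicity; % is scaled to controls: 0 for no effect and ±100 for the full control effect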
#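 Luminescence readout: signal drop marks cytotoxicity. Plated cells grew 12 h at 37 °C, 5% CO2, received 23 nL compound for 24 h, then got luciferase reagent, read after 12 min at RT.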
# HT1080NT lethal = qHTS for induction of synthetic lethality in tumor cells producing 2HG: qHTS for the HT-1080-NT fibrosarcoma cell line. HT-1080-NT fibrosarcoma viability, CellTiter-Glo ATP luminescence, 48 h. 1.6% of 360,000 active. AID 686970, 2013. Potency, µM (doses to about 46.1 µM), for inactives: at the top dose activity, negative = less viability, usual class: cytotoxic;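 also: NT is the 2HG producing partner of a matched IDH1 knockdown line; 0% = DMSO-treated cells and -100% = media-only wells without cells; nearly all actives have a fitted effect of over 55% in size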
#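 Viability by CellTiter-Glo luminescence after 48 h compound exposure at 37C of HT-1080-NT cells (750/well, RPMI, 5% FBS). % activity scaled between DMSO wells and medium-only wells, then curve-fitted and categorized by curve class.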
# GLP-1R agonist = qHTS of GLP-1 Receptor Agonists; Glucagon-like peptide 1 receptor (Homo sapiens), P43220; HEK293 GLP-1R CRE-luciferase, luminescence, 4-6 h; cells express a hypersensitive GLP-1R form; Potency, µM (series often up to 45.6 µM), inactives show at the highest dose activation, usual class: activators; 0.007% of 380,000 active; also: % of control where 0% means no effect
# Target sequence (P43220 whole entry, looked up): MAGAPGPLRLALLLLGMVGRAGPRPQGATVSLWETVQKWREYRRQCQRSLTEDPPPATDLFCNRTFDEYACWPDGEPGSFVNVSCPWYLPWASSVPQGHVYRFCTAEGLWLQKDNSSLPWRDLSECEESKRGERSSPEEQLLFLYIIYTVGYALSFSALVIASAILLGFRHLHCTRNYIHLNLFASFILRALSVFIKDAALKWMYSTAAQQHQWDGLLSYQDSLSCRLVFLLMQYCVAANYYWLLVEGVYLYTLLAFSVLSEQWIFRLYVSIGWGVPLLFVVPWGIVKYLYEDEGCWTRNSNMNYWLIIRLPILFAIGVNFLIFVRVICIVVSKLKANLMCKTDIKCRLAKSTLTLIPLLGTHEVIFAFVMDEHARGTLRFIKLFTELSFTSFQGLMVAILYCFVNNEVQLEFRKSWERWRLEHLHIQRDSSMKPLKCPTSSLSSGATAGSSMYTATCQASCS
# TDP-43 yeast inh = qHTS of TDP-43 Inhibitors; 1.8% of 410,000 active; TDP-43 expressing yeast growth rescue, BacTiter-Glo, 24 h; Potency, µM (top dose mostly 46.1 µM), for inactives: top-dose growth rescue (activation), usual class: activators; also: % of control where 0% means no effect; nearly all actives have a fitted effect of over 50% in size
#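 Luminescence from BacTiter-Glo reports growth of TDP-43-expressing yeast after 24 hr at 30 deg C with compound. Cells were raffinose-pregrown to mid-log, then seeded in galactose medium at OD600=0.02.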
# SW480 rereplic = A quantitative high throughput screen for small molecules that induce DNA re-replication in SW480 colon adenocarcinoma cells | SW480 DNA re-replication, Hoechst DNA content imaging, 48 h | Potency, µM (top dose mostly 46.1 µM), for the others: top-dose re-replication activation, usual class: activators | 1.8% of 340,000 active; also: % of control where 0% means no effect; nearly all actives have a fitted effect of over 55% in size
#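 Hoechst fluorescence of nuclei (405 nm excitation, 500-530 nm emission) measured by plate-scanning imager after 48 hr compound exposure at 37 C; re-replication scored as increased number of nuclei with elevated intensity.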
# KB-3-1 tox = qHTS assay for MDR1-selective chemotherapeutics: Primary screen using the parental adenocarcinoma cell KB-3-1; KB-3-1 viability, CellTiter-Glo ATP luminescence, 72 h; Potency, µM (titrated, usually from 46.1 µM), for inactives: at the highest dose activity change, negative = cytotoxic, actives largely listed as cytotoxic; 1.4% of 400,000 active; AID 1347075, 2019; also: % is scaled to controls: 0 for no effect and ±100 for the full control effect; nearly all actives have a fitted effect of over 60% in size
#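 KB-3-1 cells, DMEM (no phenol red) + 10% FBS; compound by pin transfer, 72 h, 37 °C. Readout: CellTiter-Glo luminescence after 10 min. Data normalized, curve-fitted.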
# GLP1R inv ag = qHTS of GLP-1 Receptor Inverse Agonists (Inhibition Mode); AID 624417, 2012; 1.6% of 410,000 active; Potency, µM (highest dose often 38.3 µM), for the others: at the highest dose activity change, negative = inhibition, most hits filed as inhibitors; Glucagon-like peptide 1 receptor (Homo sapiens), P43220; HEK293 GLP-1R CRE-luciferase, luminescence, 24 h; GLP-1R form is constitutively active; also: % is scaled to controls: 0 for no effect and ±100 for the full control effect; nearly all actives have a fitted effect of over 55% in size
#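 Inverse agonism was detected as reduced cAMP-driven luciferase luminescence after 24 h compound treatment. The cells were HEK293 clones expressing constitutively active human GLP-1R with the reporter. Reporter-only and GPR119 cell lines served as counterscreen controls.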
# KB-V1 MDR tox = qHTS assay for MDR1-selective chemotherapeutics: Primary screen using the drug-selected MDR subline cells KB-V1 | Potency, µM (titrated, usually from 46.1 µM), inactives show top-dose activity change, negative = cytotoxicity, hits mostly cytotoxic | KB-V1 MDR cells viability, CellTiter-Glo, 72 h | 3.4% of 400,000 active; also: % is scaled to controls: 0 for no effect and ±100 for the full control effect; nearly all actives have a fitted effect of over 60% in size
#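 Following 72 h at 37 degrees C with compound, KB-V1 cell viability was read by CellTiter-Glo luminescence, medium being phenol-red-free DMEM plus 10% FBS; concentration-response parameters came from normalized, curve-fitted qHTS data.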
# HT1080 IDH1KD tx = qHTS for induction of synthetic lethality in tumor cells producing 2HG: qHTS for the HT-1080-IDH1KD cell line. HT-1080 IDH1 knockdown viability, ATP luminescence, 48 h. Potency, µM (highest dose often 46.1 µM), for inactives: at the top dose activity, negative = toxicity, actives largely listed as cytotoxic. 2% of 360,000 active;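 also: 0% = DMSO wells and -100% = cell-free medium wells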
#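 Viability of IDH1-knockdown HT-1080 fibrosarcoma cells was assessed by CellTiter-Glo after 48 h at 37 °C with titrated compound; concentration-effect curves were classified by fit quality and response size.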
# Active calls of the source: *; i = inactive; u = inconclusive; x = no result given; [ ] = remark or other dose. Calls follow the shape of the dose curve; as a rule, active = well fitted curve in the direction sought with a large enough effect; inconclusive = small, poorly fitted or top-dose-only effect, or another doubt; inactive = no such curve, though single readings can be large; an effect the other way counts as inactive or inconclusive. Potency is read from the fitted curve at half-maximal effect.
SMILES,GLP1R cytotox,HT1080NT lethal,GLP-1R agonist,TDP-43 yeast inh,SW480 rereplic,KB-3-1 tox,GLP1R inv ag,KB-V1 MDR tox,HT1080 IDH1KD tx
C=CCn1c(C)nnc1SCC(=O)Nc1oc(C)c2c(C)n[nH]c(=O)c12,0%,-1%,-8%,10%,-7%,-2%,1%,10%,1%
O=C(O)CSC1CC(=O)N(c2ccc(Cl)cc2)C1=O (centres undefined),12%,17%,1%,0%,-5%,8%,0%,1%,12%
N#C/C(=C\C=C\c1ccccc1)c1nc(-c2ccc3c(c2)OCO3)cs1,-3%,-2%,-3%,-6%,4%,11%,10%,0%,-18%
Cc1cc(/C=C2/NC(=O)NC2=O)c(C)n1-c1ccc(C#N)cc1,0%,-1%,4%,18%,u,-3%,12%,-7%,-5%
COCCCNc1c2c(nc3ccccc13)CCC2,-13%,0%,0%,9%,x,-3%,-8%,u,1%
O=C(COC(=O)c1cc(-c2ccccc2)nc2ccccc12)c1ccc(Br)cc1,5%,x,0%,15%,x,-2%,2%,7%,x
COc1ccc(C(CNC(=O)c2oc3ccc(Br)cc3c2C)N2CCCCC2)cc1 (centres undefined),1%,5%,-19%,-22%,-3%,u,u,u,7%
COc1ccc(Cl)cc1N1C(=O)C2CCCN2C1c1ccccc1F (centres undefined),-13%,4%,16%,15%,0%,u,-20%,-8%,4%
CC(=O)c1ccc(Nc2c([N+](=O)[O-])ccc3nonc23)cc1,-4%,2%,6%,0%,-4%,-37%,-5%,u,-1%
COc1ccc(S(=O)(=O)N2CCOCC2)cc1NC(=O)c1ccccc1-c1ccc(C(F)(F)F)cc1,-28%,-1%,-4%,-22%,10%,0%,-21%,-16%,0%
Cc1cccc(N2CCN(C(=O)c3cc(=O)[nH]c4ccccc34)CC2)c1C,-19%,7%,-3%,0%,i[1.84 µM],u,7%,u,-3%
COC(=O)[C@]1(C)N[C@H](CN(C)C(=O)c2ccc(C(C)(C)C)cc2)[C@@H]2C(=O)N(C)C(=O)[C@@H]21,-1%,15%,-3%,11%,-4%,3%,12%,21%,10%
Cn1c(-[n+]2c(-c3ccccc3)cc(-c3ccccc3)cc2-c2ccccc2)nc2c([N+](=O)[O-])cccc21,u,u,9%,0%,u,u,u,u,u
CCN(CC)C(=O)c1cc(S(=O)(=O)N2CCCCC2)c[nH]1,6%,7%,-3%,10%,-23%,-14%,8%,-23%,0%
Cc1cccc(CNC(=O)c2ccc3nc(-c4ccccc4)c(-c4ccccc4)nc3c2)c1,0%,x,x,0%,x,8%,-11%,8%,x
COc1ccc(N2CCN(C(=O)c3ccc(Br)o3)CC2)cc1,-2%,10%,5%,u,-3%,x,-5%,x,19%
O=C(Nc1ccc(Br)cn1)c1ccc2nccnc2c1,12%,-1%,3%,0%,u,u,-7%,16µM*,-4%
O=C(CCNS(=O)(=O)c1ccccc1F)N1CCN(S(=O)(=O)c2cccc(F)c2)CC1,1%,-2%,2%,16%,1%,4%,3%,-9%,-7%
C=CCn1c(=O)c2ccccc2n2c(SCc3nc(N)nc(Nc4ccccc4C)n3)nnc12,4%,-11%,5%,-23%,10%,3%,0%,-19%,-15%
CC(=O)c1ccc(NC(=O)CSc2nnc3ccc(-c4ccccn4)nn23)cc1,0%,-1%,-2%,3%,18%,21%,10%,0%,5%
COc1ccc(CCNCCN2CCOCC2)cc1,4%,3%,4%,1%,-15%,4%,-1%,9%,5%
COc1cccc(CNC(=O)c2cc(Sc3cccc(Cl)c3)nc3ccccc23)c1,3%,x,15%,26%,x,7%,13%,-2%,x
CC(=O)Nc1cc2nc(C)n(Cc3ccccc3[N+](=O)[O-])c2nc1C,-11%,-6%,-5%,-5%,26%,22%,19%,u,4%
COc1ccc(CCNC(=O)/C=C/c2ccc(C)cc2)cc1OC,14%,6%,2%,22%,-1%,23%,51%[activator],-15%,-9%
N#CCn1c(CN2CCCC2)nc2ccccc2c1=O,-19%,13%,13%,1%,5%,19%,-33%,4%,12%
CN(C)/C=C1\C(=O)N(c2ccc(Cl)c(Cl)c2)CS1(=O)=O,-4%,-3%,1%,5%,-6%,-8%,6%,1%,0%
COc1ccccc1CN1CCC(CNS(=O)(=O)c2cc(-c3cc(C)no3)ccc2C)CC1,-29%,u,17%,0%,32%,-2%,u,9%,u
C=CCOc1ccc(CNc2ccc(NC(=O)CCC)cc2)cc1OCC,0%,0%,5%,16%,-11%,19%,u,u,-6%
O=C(C=Cc1ccccc1)CC(c1ccccc1)N1CCOCC1 (centres undefined),u,4.1µM*,-7%,11%,3.7µM*,u,u,1%,u
CC(Sc1nnc(Cc2ccccc2)o1)C(=O)NC1(C#N)CCCCC1 (centres undefined),-27%,10%,-2%,11%,-12%,1%,9%,-9%,7%

# Arranged by molecular weight (lowest first): five of the compounds above
SMILES,GLP1R cytotox,HT1080NT lethal,GLP-1R agonist,TDP-43 yeast inh,SW480 rereplic,KB-3-1 tox,GLP1R inv ag,KB-V1 MDR tox,HT1080 IDH1KD tx
N#CCn1c(CN2CCCC2)nc2ccccc2c1=O,-19%,13%,13%,1%,5%,19%,-33%,4%,12%
COc1ccc(CCNC(=O)/C=C/c2ccc(C)cc2)cc1OC,14%,6%,2%,22%,-1%,23%,51%[activator],-15%,-9%
CN(C)/C=C1\C(=O)N(c2ccc(Cl)c(Cl)c2)CS1(=O)=O,-4%,-3%,1%,5%,-6%,-8%,6%,1%,0%
CC(=O)Nc1cc2nc(C)n(Cc3ccccc3[N+](=O)[O-])c2nc1C,-11%,-6%,-5%,-5%,26%,22%,19%,u,4%
COc1cccc(CNC(=O)c2cc(Sc3cccc(Cl)c3)nc3ccccc23)c1,3%,x,15%,26%,x,7%,13%,-2%,x

# The list continues.
SMILES,GLP1R cytotox,HT1080NT lethal,GLP-1R agonist,TDP-43 yeast inh,SW480 rereplic,KB-3-1 tox,GLP1R inv ag,KB-V1 MDR tox,HT1080 IDH1KD tx
COc1ccc(-n2ncc3c(SCC(=O)NNC(C)=O)ncnc32)cc1,5%,17%,1%,-7%,0%,3%,4%,u,1%
COc1ccc(-c2nc3ccccc3nc2-c2ccc(OC)cc2)cc1,-12%,-1%,19%,u,u,4%,u,-1%,0%
CCC(COC)NCc1cn(-c2ccc(F)cc2F)nc1-c1ccccc1C (centres undefined),-3%,1%,0%,5%,6%,-1%,u,4%,10%
CN(Cc1ccccc1)c1nc2c(c(=O)[nH]c(=O)n2C)n1C,-9%,1%,0%,-17%,4%,0%,5%,-9%,1%
COCCN1CCN(C(=O)c2cc(COc3ccc(Cl)cc3OC)on2)CC1,-4%,0%,-3%,-13%,-3%,14%,3%,u,-3%
CCOc1ccc(NC(=O)Cn2nc(C(N)=O)c3ccccc3c2=O)cc1S(=O)(=O)N1CCCC1,-9%,0%,0%,-6%,-30%[inhibitor],6%,19%,u,10%
CCCCOc1ccccc1NC(=O)CSc1nnnn1C(C)(C)C,0%,-1%,12%,u,13%,-1%,0%,-7%,-1%
CC1=Nn2c(nc(-c3ccccc3)c2-c2ccccc2)NC(=O)C1Br (centres undefined),5%,-6%,2%,7%,1%,0%,-23%,11%,-6%
CCOC(=O)c1c(C)[nH]c(O)c1C=Nc1ccc(Cl)cc1,-7%,-4%,6%,10%,-6%,-2%,15%,u,-7%
O=C(NC1CCCCC1)n1c(=O)oc2ccccc21,2%,7%,2%,5%,3%,19%,6%,0%,0%
O=C(c1ccccc1)C1CN(c2ccccc2)CC1c1ccc(Cl)cc1 (centres undefined),13%,-1%,-9%,13%,-5%,-9%,0%,-28%,2%
C/C=C(\C)CN1CCC(n2nccc2NC(=O)c2ccc3c(c2)OCO3)CC1,-8%,-5%,-2%,-1%,u,-3%,-24%,-8%,-1%
COc1ccc(-c2csc(C(C)(O)c3ccccc3)n2)cc1OC (centres undefined),-9%,-2%,u,u,x,u,49%[activator],23µM*,1%
COC(=O)c1nc(-c2ccccc2)oc1N1CCOCC1,3%,0%,21%,-7%[0.397 µM],-5%,-5%,70%[activator],-9%,8%
CCOC(=O)c1ccc(NC(=O)NCc2ccccn2)cc1,3%,0%,2%,-1%,10%,u,-21%,21%,-1%
COC(=O)CN=Cc1c(O)n(-c2ccc(Cl)cn2)c(=O)c2ccccc12,0%,11%,4%,0%,2%,-9%,12%,0%,24%
CN(C)S(=O)(=O)c1ccc(C(=O)NCc2nc3ccccc3s2)cc1,-5%,-24%,7%,-3%,-1%,-22%,8%,u,-19%
O=C(N/N=C/c1cc2c(cc1Br)OCO2)c1cc2ccccc2o1,u,3%,27%,15%,-6%,-2%,-17%,-5%,19%
CCCNC(=O)COc1ncnc2sc(C)c(C)c12,-1%,8%,-4%,15%,1%,9%,-4%,0%,13%
CCc1ccc(OCC(=O)NNC(=O)C2CCC2)cc1,-19%,11%,-25%,14%,1%,13%,-23%,-12%,14%
COc1cccc(-c2ccc(C#N)c(SCC(=O)NCCc3ccccc3)n2)c1,18%,-11%,3%,-1%,2%,0%,0%,u,-13%
Cc1ccc2c(c1)C(=O)C(=O)N2Cc1ccc(Cl)cc1,5%,u,10%,14%,u,u,u,u,u
CCOC(=O)C1=NN(C(=O)Cc2ccccc2)C(O)(c2ccc(Cl)cc2)C1 (centres undefined),-10%,7%,-6%,29%,u,9%,-2%,-8%,5%

# Screens deposited in PubChem BioAssay by National Center for Advancing Translational Sciences (NCATS).
